Source: PubChem BioAssay
Anthrax LF prot: anthrax lethal factor protease inhibition. P15917. multiplex microsphere protease cleavage assay, LF. AID 588501. inhibition, % at 10 µM. 0.12% of 360,000 active; further: plate controls were buffer without enzyme for full effect and enzyme alone for no effect
Target sequence (P15917 whole entry, looked up): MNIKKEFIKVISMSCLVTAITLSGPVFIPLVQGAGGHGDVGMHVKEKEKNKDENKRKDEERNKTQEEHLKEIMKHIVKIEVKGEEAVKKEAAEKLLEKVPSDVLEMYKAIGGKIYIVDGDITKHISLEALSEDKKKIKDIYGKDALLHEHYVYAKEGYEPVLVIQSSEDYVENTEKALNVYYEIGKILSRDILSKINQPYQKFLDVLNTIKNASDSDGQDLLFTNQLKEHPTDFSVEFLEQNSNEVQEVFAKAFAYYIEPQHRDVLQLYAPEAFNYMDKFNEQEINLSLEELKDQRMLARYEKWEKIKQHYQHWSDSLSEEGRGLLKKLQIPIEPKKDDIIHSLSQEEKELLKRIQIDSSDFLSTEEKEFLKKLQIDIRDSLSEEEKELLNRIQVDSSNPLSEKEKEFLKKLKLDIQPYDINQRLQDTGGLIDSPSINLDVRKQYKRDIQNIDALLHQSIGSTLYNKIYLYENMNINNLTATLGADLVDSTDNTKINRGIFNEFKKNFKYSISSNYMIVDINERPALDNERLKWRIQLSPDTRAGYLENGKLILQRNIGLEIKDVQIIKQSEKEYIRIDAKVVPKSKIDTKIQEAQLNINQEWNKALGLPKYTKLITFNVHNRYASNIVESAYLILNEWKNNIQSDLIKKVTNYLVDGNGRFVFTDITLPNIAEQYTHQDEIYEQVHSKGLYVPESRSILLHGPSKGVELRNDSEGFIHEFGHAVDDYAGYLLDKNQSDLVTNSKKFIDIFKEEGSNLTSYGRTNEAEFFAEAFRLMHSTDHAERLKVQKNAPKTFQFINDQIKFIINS
DUSP3 inh: DUSP3 (human) phosphatase inhibition; inhibition, % at 13.3 µM; recombinant VHR phosphatase, pNPP absorbance; P51452; 0.52% of 290,000 active; in the data active means inhibition above about 50%; further: some compounds called inactive have numbers as strong as hits
Target sequence (P51452 whole entry, looked up): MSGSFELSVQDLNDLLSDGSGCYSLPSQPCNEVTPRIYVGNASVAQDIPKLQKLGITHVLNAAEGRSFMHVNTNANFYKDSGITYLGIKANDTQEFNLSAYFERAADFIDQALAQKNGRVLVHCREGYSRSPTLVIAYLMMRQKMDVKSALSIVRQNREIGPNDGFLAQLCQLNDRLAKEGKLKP
PrPC TRFRET: inhibitors of human cell surface prion protein PrPC; TR-FRET read-out; inhibition, % at 13.8 µM; 0.43% of 370,000 active; in the data active means inhibition above about 24%; further: 0% = median of the test wells and 100% = reference compound wells
BoNT-A LC inh2: BoNT A light chain protease inhibition; AID 588499; multiplex microsphere protease substrate cleavage, flow cytometry; 0.17% of 360,000 active; inhibition, % at 10 µM; further: plate controls were buffer without enzyme for full effect and enzyme alone for no effect
Rv3671c inh: Rv3671c (M. tuberculosis) protease inhibition; AID 2606; inhibition, % at 5.96 µM; P9WHR9; 0.048% of 320,000 active; in the data active means inhibition above about 38%;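 further: extracellular domain of Rv3671c used as enzyme; 0% = enzyme with DMSO and 100% = no enzyme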
MazF activator: activators of E. coli MazEF toxin-antitoxin RNase; P0AE70; FAM/BHQ RNA-DNA oligo cleavage fluorescence, 5 h; activation, % at 20 µM; 0.32% of 350,000 active; AID 504720; in the data active means activation above about 50%
Target sequence (P0AE70 whole entry, looked up): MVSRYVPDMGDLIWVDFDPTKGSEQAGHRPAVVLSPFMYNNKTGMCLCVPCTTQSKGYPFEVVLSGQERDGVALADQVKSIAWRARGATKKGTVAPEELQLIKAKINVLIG
3CLpro inhibitor: SARS-CoV 3CLpro protease inhibition; inhibition, % at 6 µM; 0.14% of 290,000 active; recombinant SARS-CoV 3CLpro, quenched FRET peptide cleavage; in the data active means inhibition above about 12%
BoNT F protease: blocks Botulinum neurotoxin F light chain protease. 0.22% of 360,000 active. inhibition, % at 10 µM. Multiplex microsphere protease cleavage assay, flow cytometry; in the data active means inhibition above about 35%, passing the limit was not always enough; inconclusive means no clear call, values can overlap the other calls; further: plate controls were buffer without enzyme for full effect and enzyme alone for no effect
CCHFV vOTU inh: CCHFV vOTU protease inhibition | Pep-AMC fluorescence | inhibition, % at 11.5 µM | AID 651958 | 0.55% of 370,000 active; in the data active means inhibition above about 30%; further: 0% = vehicle wells with enzyme and 100% = no enzyme wells
SSB-PriA inh: K. pneumoniae PriA-SSBct interaction inhibition | 0.6% of 430,000 active | inhibition, % at 33 µM | AlphaScreen SSBct-PriA binding, biotinylated peptide; in the data active means inhibition mostly above about 37%, no sharp cut-off; inactive means mostly below about 20%;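 further: plate controls were negative control peptide for no effect and reference peptide for full effect; strong numbers were not always called active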
Active calls of the source: *; & = joins results of further samples. Unless noted, no stated cut-off is given here; in the data, active means inhibition above about 30%; inconclusive means no clear call, values can overlap the other calls; inactive means below that.

For COc1ccccc1Oc1coc2c(CN3CCOCC3)c(O)ccc2c1=O the results were Anthrax LF prot -2, DUSP3 inh 19, PrPC TRFRET -14, BoNT-A LC inh2 -0.4, Rv3671c inh 7, MazF activator 5, 3CLpro inhibitor 0, BoNT F protease -1, CCHFV vOTU inh -104 and SSB-PriA inh -7.
Screening Cc1cc(C)c(NC(=O)CSc2nnc(CNC(=O)c3ccco3)o2)c(C)c1 returned Anthrax LF prot 0, DUSP3 inh 4, PrPC TRFRET -7, BoNT-A LC inh2 -0.5, Rv3671c inh 0, MazF activator -5, 3CLpro inhibitor 6, BoNT F protease -5, CCHFV vOTU inh 1 and SSB-PriA inh -14&-6.
For Cc1nnc(NC(=O)CSc2n[nH]c(-c3ccccc3C)n2)s1 the results were Anthrax LF prot 3, DUSP3 inh 12, PrPC TRFRET 7, BoNT-A LC inh2 0.9, Rv3671c inh -6, MazF activator 8, 3CLpro inhibitor -2, BoNT F protease 4, CCHFV vOTU inh 3 and SSB-PriA inh -12.
`COc1cccc(-c2ccc(NC(=O)C3CCCN(Cc4ccc(CO)o4)C3)cc2)c1` (configuration not stated) gave Anthrax LF prot 0, DUSP3 inh 2, PrPC TRFRET -2, BoNT-A LC inh2 3.6, Rv3671c inh -9, MazF activator 3, 3CLpro inhibitor -1, BoNT F protease 4, CCHFV vOTU inh 3 and SSB-PriA inh 14.
CCOn1c(=O)c(-c2ccc(Br)cc2)[n+]([O-])c2ccccc21 was read as Anthrax LF prot 0, DUSP3 inh -12, PrPC TRFRET -2, BoNT-A LC inh2 -2.7, Rv3671c inh 6, MazF activator 3, 3CLpro inhibitor -1, BoNT F protease 5, CCHFV vOTU inh -3 and SSB-PriA inh -11.
For O=C(CCC(=O)Nc1nnc(C2CCCCC2)s1)Nc1ccccc1 the results were Anthrax LF prot -1, DUSP3 inh -8, PrPC TRFRET 0, BoNT-A LC inh2 -1.3, Rv3671c inh -11, MazF activator 3, 3CLpro inhibitor -4, BoNT F protease -3, CCHFV vOTU inh 5 and SSB-PriA inh 5.
Screening CC(C)C[C@H](NC(=O)c1[nH]cnc1C(=O)N[C@@H](Cc1ccccc1)C(=O)OCc1ccccc1)C(=O)OCc1ccccc1 returned Anthrax LF prot 4, DUSP3 inh 13, PrPC TRFRET 9, BoNT-A LC inh2 -0.1, Rv3671c inh -27, MazF activator -4, 3CLpro inhibitor 2, BoNT F protease 0, CCHFV vOTU inh 22 and SSB-PriA inh -20.
Cc1ccc(Cn2nnc3c(=O)[nH]c(C4CCN(S(=O)(=O)c5ccc(F)cc5)CC4)nc32)cc1 was read as Anthrax LF prot 2, DUSP3 inh 4, PrPC TRFRET -10, BoNT-A LC inh2 -0.4, Rv3671c inh -2, MazF activator 3, 3CLpro inhibitor 2, BoNT F protease -3, CCHFV vOTU inh 14 and SSB-PriA inh 14.
CCOC(=O)c1cc(NC(=O)Nc2nc3ccccc3s2)c(C)nc1C was read as Anthrax LF prot 0, DUSP3 inh 30, PrPC TRFRET -3, BoNT-A LC inh2 -0.2, Rv3671c inh 6, MazF activator 18, 3CLpro inhibitor 4, BoNT F protease -3, CCHFV vOTU inh -7 and SSB-PriA inh 2.
For O=C(Nc1ccc(S(=O)(=O)N2CCN(c3ccccc3)CC2)cc1)c1cccs1 the results were Anthrax LF prot -4, DUSP3 inh -25, PrPC TRFRET -10, BoNT-A LC inh2 -0.4, Rv3671c inh -70, MazF activator 2, 3CLpro inhibitor -1, BoNT F protease -10, CCHFV vOTU inh 6 and SSB-PriA inh -5.
For O=C(c1c(Cl)nc2sccn12)N1CCN(c2cccc(Cl)c2)CC1 the results were Anthrax LF prot -1, DUSP3 inh 17, PrPC TRFRET 11, BoNT-A LC inh2 0.2, Rv3671c inh 1, MazF activator 2, 3CLpro inhibitor 44*, BoNT F protease 3, CCHFV vOTU inh 21 and SSB-PriA inh 1.
For CCC(C)NC(=O)c1csc2c1CCCCC2 (configuration not stated) the results were Anthrax LF prot 1, DUSP3 inh 21, PrPC TRFRET 0, BoNT-A LC inh2 -0.8, Rv3671c inh 0, MazF activator -1, 3CLpro inhibitor -1, BoNT F protease -10, CCHFV vOTU inh -3 and SSB-PriA inh -5.

Sorted by count of non-hydrogen atoms (falling): some entries from above.
Screening Cc1cc(C)c(NC(=O)CSc2nnc(CNC(=O)c3ccco3)o2)c(C)c1 returned Anthrax LF prot 0, DUSP3 inh 4, PrPC TRFRET -7, BoNT-A LC inh2 -0.5, Rv3671c inh 0, MazF activator -5, 3CLpro inhibitor 6, BoNT F protease -5, CCHFV vOTU inh 1 and SSB-PriA inh -14&-6.
For O=C(CCC(=O)Nc1nnc(C2CCCCC2)s1)Nc1ccccc1 the results were Anthrax LF prot -1, DUSP3 inh -8, PrPC TRFRET 0, BoNT-A LC inh2 -1.3, Rv3671c inh -11, MazF activator 3, 3CLpro inhibitor -4, BoNT F protease -3, CCHFV vOTU inh 5 and SSB-PriA inh 5.
For Cc1nnc(NC(=O)CSc2n[nH]c(-c3ccccc3C)n2)s1 the results were Anthrax LF prot 3, DUSP3 inh 12, PrPC TRFRET 7, BoNT-A LC inh2 0.9, Rv3671c inh -6, MazF activator 8, 3CLpro inhibitor -2, BoNT F protease 4, CCHFV vOTU inh 3 and SSB-PriA inh -12.

The listing continues.
CC(=O)NC(C)C(c1cccs1)N1CCN(c2ccccc2)CC1 (configuration not stated) was read as Anthrax LF prot -2, DUSP3 inh 32, PrPC TRFRET 8, BoNT-A LC inh2 inconclusive, Rv3671c inh -3, MazF activator 4, 3CLpro inhibitor 4, BoNT F protease 1, CCHFV vOTU inh -1 and SSB-PriA inh -2.
`CCOc1ccc(-c2c(C(=O)N/N=C/c3ccc(O)cc3)nnn2-c2nonc2N)cc1` gave Anthrax LF prot -9, DUSP3 inh 2, PrPC TRFRET -6, BoNT-A LC inh2 -0.4, Rv3671c inh -1, MazF activator 6, 3CLpro inhibitor 6, BoNT F protease -4 and CCHFV vOTU inh 16.
Screening CCN(CC(=O)Nc1c(F)cccc1F)C(=O)c1ccccc1F returned Anthrax LF prot 10, DUSP3 inh -6, PrPC TRFRET -2, BoNT-A LC inh2 -3.6, Rv3671c inh 0, MazF activator 7, 3CLpro inhibitor -2, BoNT F protease -28, CCHFV vOTU inh -11 and SSB-PriA inh 0.
Screening O=C(Cn1ncn2c(cc3cc(F)ccc32)c1=O)N1CCC2(CC1)OCCO2 returned Anthrax LF prot 1, DUSP3 inh 32, PrPC TRFRET 0, BoNT-A LC inh2 3.2, Rv3671c inh -1, MazF activator 2, 3CLpro inhibitor -3, BoNT F protease 0, CCHFV vOTU inh 0 and SSB-PriA inh -12.
Screening CCOC(=O)CNC(=O)N1CCc2ccc(NC(=O)c3ccccc3Cl)cc2C1 returned Anthrax LF prot 3, DUSP3 inh -2, PrPC TRFRET -3, BoNT-A LC inh2 inconclusive, Rv3671c inh 2, MazF activator 11, 3CLpro inhibitor 3, BoNT F protease inconclusive, CCHFV vOTU inh 7 and SSB-PriA inh -7.
CNC(=S)Nc1cccc(S(=O)(=O)NCc2ccco2)c1 was read as Anthrax LF prot -10, PrPC TRFRET -2, BoNT-A LC inh2 -0.4, Rv3671c inh -6, MazF activator 3, BoNT F protease -1, CCHFV vOTU inh -4 and SSB-PriA inh 5.
Screening CSCCC(NC(=O)c1ccccc1Cl)C(=O)NCCc1ccccn1 (configuration not stated) returned Anthrax LF prot 6, PrPC TRFRET -6, BoNT-A LC inh2 7.2, Rv3671c inh 5, MazF activator 9, BoNT F protease -1, CCHFV vOTU inh -1 and SSB-PriA inh 5.
Screening O=C(NCCCCNC(=O)c1ccccc1F)c1ccccc1F returned Anthrax LF prot -8, DUSP3 inh 9, PrPC TRFRET -7, BoNT-A LC inh2 4.6, Rv3671c inh 5, MazF activator 7, 3CLpro inhibitor -5, BoNT F protease inconclusive, CCHFV vOTU inh 3 and SSB-PriA inh -18.
COC(=O)[C@@H]1C[C@@H]2CC[C@@H](O)C[C@@H]2N1Cc1ccc(Cl)cc1 was read as Anthrax LF prot 3, DUSP3 inh 15, PrPC TRFRET 6, BoNT-A LC inh2 0.4, Rv3671c inh 5, MazF activator -6, BoNT F protease -5, CCHFV vOTU inh -5 and SSB-PriA inh -2.
`COc1ccc(Cl)cc1NC(=O)CN(C)C(=O)c1cn(-c2ccccc2)nc1-c1cccnc1` gave Anthrax LF prot -6, PrPC TRFRET -13, BoNT-A LC inh2 -1.3, Rv3671c inh -4, MazF activator -2, BoNT F protease 0, CCHFV vOTU inh 8 and SSB-PriA inh 18.
`CC12CCC(=O)CC1CCC1C2CCC2(C)C1CCC2(O)C(=O)CO` (configuration not stated) gave Anthrax LF prot -1, PrPC TRFRET -3, BoNT-A LC inh2 0.0, MazF activator 4, BoNT F protease -2, CCHFV vOTU inh -7 and SSB-PriA inh -4.
`COc1ccc([N+](=O)[O-])cc1NC(=O)CC1SC(=Nc2cccc(C)c2C)N(/N=C(\C)c2ccc(C)cc2)C1=O` (configuration not stated) gave Anthrax LF prot 5, DUSP3 inh 11, PrPC TRFRET -8, BoNT-A LC inh2 -0.7, Rv3671c inh -7, MazF activator -11, 3CLpro inhibitor -3, BoNT F protease 0 and CCHFV vOTU inh 6.
`O=C1CC2C(CC(OC(=O)c3ccc(-c4ccccc4)cc3)C2CO)O1` (configuration not stated) gave Anthrax LF prot -5, DUSP3 inh 16, PrPC TRFRET 4, BoNT-A LC inh2 -1.8, Rv3671c inh -13, MazF activator 2, 3CLpro inhibitor 2, BoNT F protease -19, CCHFV vOTU inh 7 and SSB-PriA inh -13.
CSc1nnc2c3c4c(sc3c(=O)n(-c3ccccc3)n12)CC(C)(C)OC4 was read as Anthrax LF prot 2, DUSP3 inh 21, PrPC TRFRET 5, BoNT-A LC inh2 0.9, Rv3671c inh 12, MazF activator -1, 3CLpro inhibitor -1, BoNT F protease -2, CCHFV vOTU inh 2 and SSB-PriA inh 4.
O=C(CN1CCN(Cc2ccccc2Cl)CC1)N/N=C/c1ccco1 was read as Anthrax LF prot -1, DUSP3 inh 2, PrPC TRFRET -2, BoNT-A LC inh2 0.3, Rv3671c inh -1, MazF activator 7, 3CLpro inhibitor -1, BoNT F protease -9, CCHFV vOTU inh -7 and SSB-PriA inh inactive.
For Cc1ccccc1C(=O)NCCSc1ccccc1 the results were Anthrax LF prot -1, DUSP3 inh 24, PrPC TRFRET 1, BoNT-A LC inh2 -0.4, Rv3671c inh -2, MazF activator 4, 3CLpro inhibitor -4, BoNT F protease -17, CCHFV vOTU inh 20 and SSB-PriA inh -7.
CCN(CC)CCN1C(=O)C(=O)/C(=C(/O)c2c(C)[nH]c(C(=O)OC)c2C)C1c1ccccc1OC (configuration not stated) was read as Anthrax LF prot -6, DUSP3 inh -6, PrPC TRFRET 0, BoNT-A LC inh2 -0.6, Rv3671c inh -2, MazF activator 5, 3CLpro inhibitor -2, BoNT F protease -2 and CCHFV vOTU inh 13.
For O=S(=O)(c1ccccc1)N1CCN(Cc2cc3c(cc2Br)OCCO3)CC1 the results were Anthrax LF prot -3, PrPC TRFRET -4, BoNT-A LC inh2 -0.6, Rv3671c inh -4, MazF activator -1, BoNT F protease -6, CCHFV vOTU inh 4 and SSB-PriA inh -10.
Screening O=C(NCc1ccccc1)c1cc(S(=O)(=O)N2CCC3(CC2)OCCO3)ccc1F returned Anthrax LF prot -1, DUSP3 inh 4, PrPC TRFRET 10, BoNT-A LC inh2 -0.4, Rv3671c inh 2, MazF activator -5, 3CLpro inhibitor -5, BoNT F protease 1, CCHFV vOTU inh 4 and SSB-PriA inh -12.
`O=C1c2cccnc2C(O)N1Cc1ccco1` (configuration not stated) gave Anthrax LF prot -1, DUSP3 inh -4, PrPC TRFRET 2, BoNT-A LC inh2 -0.4, Rv3671c inh 2, MazF activator 1, 3CLpro inhibitor -5, BoNT F protease -8, CCHFV vOTU inh -12 and SSB-PriA inh -5.
`C=CCN1C(=O)/C(=C2/Sc3ccc(OC)cc3N2C)SC1=Nc1cccc(O)c1` gave Anthrax LF prot -4, DUSP3 inh 0, PrPC TRFRET -9, BoNT-A LC inh2 -3.0, Rv3671c inh 5, MazF activator 19, 3CLpro inhibitor 2, BoNT F protease -3, CCHFV vOTU inh 1 and SSB-PriA inh -16.
Screening Cc1ccc(N(Cc2ccccc2)C(=O)CSC(C)C(=O)Nc2cc(C)on2)cc1 (configuration not stated) returned Anthrax LF prot -5, PrPC TRFRET -4, BoNT-A LC inh2 0.1, MazF activator -8, BoNT F protease 0 and CCHFV vOTU inh 7.

This is a subset; rates above refer to the full screens.
